# Pol kappa inh = qHTS for Inhibitors of Polymerase Kappa. DNA polymerase kappa (Homo sapiens), Q9UBT6. purified Pol kappa, fluorescent DNA synthesis assay, 10 min. Potency, µM (series often up to 107 µM), without a hit: at the top dose activity, negative = inhibition, actives largely listed as inhibitors. actives 0.53% (n = 400,000). AID 588579, 2011; note: potency is the fitted concentration of half-maximal effect; % is set by controls: 0 for no effect and ±100 for the full control effect
# Target sequence (Q9UBT6 whole entry, looked up): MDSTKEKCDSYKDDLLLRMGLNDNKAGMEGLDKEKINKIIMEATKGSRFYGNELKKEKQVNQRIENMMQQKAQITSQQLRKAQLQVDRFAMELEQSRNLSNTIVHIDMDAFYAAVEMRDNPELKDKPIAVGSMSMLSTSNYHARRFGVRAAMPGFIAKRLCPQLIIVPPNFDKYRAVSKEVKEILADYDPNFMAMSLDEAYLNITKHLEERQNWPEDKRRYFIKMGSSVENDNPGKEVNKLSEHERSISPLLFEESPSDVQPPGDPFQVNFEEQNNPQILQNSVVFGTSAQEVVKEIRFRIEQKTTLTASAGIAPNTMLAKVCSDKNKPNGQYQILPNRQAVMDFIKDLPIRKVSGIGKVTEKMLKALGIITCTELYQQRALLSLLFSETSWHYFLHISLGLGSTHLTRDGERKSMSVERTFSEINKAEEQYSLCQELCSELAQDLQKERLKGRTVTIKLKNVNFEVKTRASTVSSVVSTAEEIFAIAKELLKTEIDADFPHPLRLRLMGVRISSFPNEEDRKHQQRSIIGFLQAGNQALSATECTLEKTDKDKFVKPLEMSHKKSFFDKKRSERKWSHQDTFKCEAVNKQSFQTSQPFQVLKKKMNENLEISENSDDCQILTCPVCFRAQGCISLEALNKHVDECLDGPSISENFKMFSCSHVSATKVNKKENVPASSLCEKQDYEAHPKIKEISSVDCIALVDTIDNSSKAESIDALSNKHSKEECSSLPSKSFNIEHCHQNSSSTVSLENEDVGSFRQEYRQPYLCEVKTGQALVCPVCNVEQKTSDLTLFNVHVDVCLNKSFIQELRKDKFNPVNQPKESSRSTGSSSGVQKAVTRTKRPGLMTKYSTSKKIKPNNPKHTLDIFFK
#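 50 nM final substrate added after 15 min RT preincubation of 10 nM Pol kappa with compound; fluorescence read at 0 and 10 min.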
# Pol eta inh = qHTS for Inhibitors of Polymerase Eta; Potency, µM (top dose mostly 114 µM), for inactives: top-dose activity change, negative = inhibition, most hits filed as inhibitors; AID 588591, 2011; actives 1.2% (n = 390,000); recombinant Pol eta, fluorescent DNA replication assay; note: potency is the fitted concentration of half-maximal effect; % is set by controls: 0 for no effect and ±100 for the full control effect
#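 Fluorescent replication assay: 50 nM final substrate added after a 15 min room-temperature compound preincubation with 10 nM enzyme. Signal taken at 0 min and again at 10 min.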
# Pol beta inh = qHTS Assay for Inhibitors of DNA Polymerase Beta; actives 1.3% (n = 340,000); Pol beta primer extension/strand displacement, fluorescence kinetic; AID 485314, 2010; P06746; Potency, µM (highest dose often 114 µM), without a hit: at the highest dose activity change, negative = inhibition, hits mostly inhibitors; note: potency is the fitted concentration of half-maximal effect; % is set by controls: 0 for no effect and ±100 for the full control effect
#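 Curves were derived by four-parameter Hill fits of normalized qHTS data. The kinetic fluorescent primer-extension read was taken at 0 and 10 min after 50 nM substrate, following a 15 min room-temperature preincubation of 10 nM enzyme with compounds.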
# Glioma ERSR ind = qHTS for Inducers of the Endoplasmic Reticulum Stress Response (ERSR) in Human Glioma: qHTS. U87-MG GRP78 promoter luciferase reporter, 16 h. Potency, µM, for the others: at the top dose activation, usual class: activators. actives 0.02% (n = 420,000). AID 602332, 2012; note: potency is the fitted concentration of half-maximal effect; series mostly up to about 76 µM; % of control where 0% means no effect; nearly all actives have a fitted effect of over 35% in size
#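 Stably transfected U87-MG glioma cells carrying a GRP78-based luciferase sensor; 16 h compound incubation. Luminescence end-point read 10 min after Bright-Glo addition at room temperature.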
# BLM helicase inh = qHTS Assay for Inhibitors of Bloom's syndrome helicase (BLM); RecQ-like DNA helicase BLM (Homo sapiens), P54132; actives 0.2% (n = 350,000); Potency, µM (doses to about 56.1 µM), inactives show top-dose activity change, negative = inhibition, most hits filed as inhibitors; AID 2528, 2010; recombinant BLM DNA unwinding, fluorescence dequenching;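 note: potency is the fitted concentration of half-maximal effect; plate controls were vehicle for no effect and no enzyme for full effect; nearly all actives have a fitted effect of over 35% in size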
# APEX1 inh = qHTS Assay for Inhibitors of the Human Apurinic/apyrimidinic Endonuclease 1 (APE1) | DNA repair nuclease/redox regulator APEX1 (Homo sapiens), P27695 | recombinant APE1, TAMRA/BHQ-2 abasic DNA cleavage fluorescence | Potency, µM (highest dose often 65.8 µM), for the others: top-dose activity change, negative = inhibition, hits mostly inhibitors | actives 0.35% (n = 350,000) | AID 2517, 2012;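 note: potency is the fitted concentration of half-maximal effect; plate controls were vehicle for no effect and reference inhibitor for full effect; nearly all actives have a fitted effect of over 55% in size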
#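 APE1 at 0.75 nM final was preincubated with compound 15 min at room temperature, then 50 nM double-stranded THF abasic-site substrate (5'-TAMRA/3'-BHQ-2) was added. Fluorescence (ex 525/em 598 nm) was read kinetically; third-minus-first read gave activity.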
# LDHA inh = qHTS assay for inhibitors of human lactate dehydrogenase | L-lactate dehydrogenase A chain (Homo sapiens), P00338 | purified LDHA, NADH/diaphorase-resazurin fluorescence; active compounds read low | activity change, % (values are at about 110 or 230 µM) | actives 0.15% (n = 480,000) | AID 1347041, 2019; in the data active = activity change below about -30%; inconclusive = mostly about -25% to -30%;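 note: plate controls were DMSO wells for no effect and wells without enzyme for full effect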
#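 Enzyme activity of human lactate dehydrogenase 5 (2 nM; 0.06 mM NADH, 0.2 mM pyruvate, 5 min, RT) is measured via a resazurin/diaphorase fluorescence readout of residual NADH.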
# POLI inh = qHTS for Inhibitors of Polymerase Iota; DNA polymerase iota (Homo sapiens), Q9UNA4; actives 1% (n = 390,000); Pol iota fluorescent replication assay, 10 min; Potency, µM (series often up to 115 µM), for the others: at the highest dose activity, negative = inhibition, hits mostly inhibitors; note: potency is the fitted concentration of half-maximal effect
#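 Pol iota at 10 nM preincubated 15 min with compounds at room temperature; reaction started with fluorescent substrate, 50 nM final. Fluorescence read kinetically at 0 and 10 min; buffer-only wells as negative control.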
# Anesthetic bind = qHTS Assay for Identification of Novel General Anesthetics; Ferritin light chain (Equus caballus), P02791; actives 0.074% (n = 350,000); AID 485281, 2010; Potency, µM (doses to about 77.5 µM), without a hit: at the top dose activity change, negative = displacement, actives largely listed as inhibitors; apoferritin/1-aminoanthracene competitive binding, fluorescence; note: potency is the fitted concentration of half-maximal effect; % is set by controls: 0 for no effect and ±100 for the full control effect; nearly all actives have a fitted effect of over 20% in size
# Target sequence (P02791 2-175 limits assumed): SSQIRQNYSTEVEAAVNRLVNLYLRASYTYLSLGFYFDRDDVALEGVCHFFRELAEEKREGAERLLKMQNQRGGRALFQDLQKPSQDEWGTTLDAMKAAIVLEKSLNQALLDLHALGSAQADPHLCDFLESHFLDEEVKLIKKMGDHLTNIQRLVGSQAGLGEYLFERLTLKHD
#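 Horse-spleen apoferritin (10 uM) in 50% saturated 1-aminoanthracene in PBS was incubated 10 min at room temperature with compound. Fluorescence (ex 380, em 535 nm) was normalized to free and bound 1-AMA, with concentration-response fitted by a four-parameter Hill equation.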
# Active calls of the source: *; ? = inconclusive; . = not tested or not shown; [ ] = dose if it differs, or a comment. Unless noted, calls come from the whole dose curve; as a rule, active = well fitted curve in the direction sought with a large enough effect; inconclusive = small, poorly fitted or top-dose-only effect, or another doubt; inactive = no such curve, though single readings can be large; an effect the other way counts as inactive or inconclusive. A portion of the library; rates above refer to the full screens.
SMILES,Pol kappa inh,Pol eta inh,Pol beta inh,Glioma ERSR ind,BLM helicase inh,APEX1 inh,LDHA inh,POLI inh,Anesthetic bind
Cc1ccc(Nc2nc(Nc3ccc(Cl)cc3)nc(N3CCOCC3)n2)cc1,-0.5%,.,.,-3.6%,.,.,-6.3,-17.4%,.
COc1cc(OC)cc(C(=O)Nc2cccc(NC(=O)c3ccccc3)c2)c1,-5.3%,-9.9%,2.3%,-2.8%,-8.6%,-6.4%,-0.3,41.0%[activator],-0.7%
CCOc1ccc(NC(=O)CN(C)C(=O)C2=COCCO2)cc1OCC,-8.6%,-0.4%,.,4.1%,.,4.8%,-6.3,4.1%,.
CC(=O)NCc1ccc(C(=O)CCl)cc1,-9.9%,1.5%,38.8%[activator],5.6%,3.8%,3.2%,-2.3,-2.6%,-1.9%
Cc1ccc2oc(C(=O)N(Cc3ccccc3)C3CCS(=O)(=O)C3)c(C)c2c1 (centres undefined),3.9%,-6.2%,?,-1.5%,-4.2%,-3.3%,-1.0,32.6%,-9.0%
CCn1c(SCC(=O)NC2CC2)nnc1C(C)Oc1ccccc1 (centres undefined),-14.6%,-1.3%,22.6%,-3.9%,-1.8%,-3.0%,-5.4,18.9%,-19.9%
CC(=O)c1cc2c(cc1NC(=O)Cn1nc(C)c(C)c(C#N)c1=O)OCO2,-2.4%,-14.2%,.,-2.3%,.,-4.3%,7.2,-19.4%,.
COC(=O)C(N)CCCCN (centres undefined),2.8%,8.0%,.,-1.4%,.,.,-6.3,10.7%,.
Cc1ccc(/C=C2\SC(=S)N(NS(=O)(=O)c3ccc(C)cc3)C2=O)cc1,-7.1%,?,79.4µM*,-0.7%,1.8%,-10.5%,-3.1,6.5%,-8.6%
CCc1ccc(-c2cc(C(=O)NCc3ccccn3)c3ccccc3n2)cc1,-4.0%,-12.7%,-19.0%,1.5%,-10.2%,6.7%,5.0,1.5%,-10.4%
COc1ccc(NC(=O)Nc2ccc3c(c2)C(=O)N([C@H](C)CO)C[C@H](C)[C@@H](CN(C)S(=O)(=O)c2ccccc2)O3)cc1,0.0%,-5.7%,.,-2.6%,.,24.3%,1.0,-7.2%,.
Cc1ccccc1Cn1cc(NC(=O)c2noc3c2CC(C(C)(C)C)CC3)cn1 (centres undefined),-10.2%,-6.6%,22.7%,-6.2%,-3.4%,-0.9%,-0.2,13.2%,-23.6%
CC1CCN(c2nc3ccc(C(=O)N4CCN(Cc5ccc6c(c5)OCO6)CC4)cc3s2)CC1,12.6%,-20.1%,3.5%,-0.1%,1.2%,?,0.7,-2.0%,?
CCN(Cc1ccccc1)S(=O)(=O)c1c(C)[nH]c(C)c1C(=O)N1CCCCC1,3.6%,-12.3%,0.4%,-0.9%,0.3%,37.6%[activator],-1.4,36.1%[activator],-7.9%
Cc1ccccc1Cn1nc(C)c(NC(=O)c2noc3c2CCc2ccccc2-3)c1C,-8.9%,-22.6%,-1.1%,-3.1%,-10.0%,-5.2%,-0.2,11.8%,4.0%
CCOc1ccccc1-n1nnc(-c2nc(-c3ccccc3C)no2)c1C,8.7%,-3.4%,-5.0%,1.8%,-6.6%,.,-4.2,22.2%,-12.3%
Nc1cc(Cl)nc(N/N=C/c2c(O)ccc3ccccc23)n1,-19.7%,-8.0%,-0.9%,1.9%,-5.8%,-8.2%,9.7,48.0%[activator],45.0%[activator]
CC(C)(C)OC(=O)N1CCC(c2c(C(=O)NCC3CCN(C4CCCC4)C3)cnn2-c2cccc(Cl)c2)CC1 (centres undefined),4.4%,-12.8%,37.3%,-1.0%,-7.7%,31.1%,-1.7,11.3%,-4.3%
CC1CCC(N2CCNCC2)CC1 (centres undefined),-6.4%,-29.3%,-17.0%,-3.1%,1.2%,4.1%,-6.3,10.9%,-3.5%
CSc1ccc2nnc(-c3cccc(F)c3)n2n1,-8.7%,-4.5%,-1.6%,-2.5%,-5.9%,-0.1%,-8.5,24.0%,-13.4%
Clc1ccc(-c2ccnc(Oc3cc(Cl)ccc3Cl)n2)cc1,7.9%,-6.0%,10.1%,-2.7%,-0.8%,-7.4%,-9.2,6.9%,-12.0%
CC(=O)c1cc(CN2CCN(C(C)C)C(CCO)C2)cs1 (centres undefined),0.5%,-14.3%,17.5%,-2.6%,-4.0%,-11.2%,0.3,-24.0%,-3.6%
CCCCOC(=O)CSc1nc(N)c(C#N)c(-c2ccc(OC)cc2)c1C#N,-5.5%,-13.8%,15.3%,-16.2%,-9.9%,-8.1%,-0.4,10.5%,-16.8%
O=C(CN1C(=O)NC2(CCCCCC2)C1=O)c1ccccc1,4.9%,-7.9%,19.1%,9.2%,-0.5%,-8.2%,-1.5,27.4%,-18.2%
COc1ccc(NC(=O)CN2C(=O)NC(C)(c3ccc(C)cc3)C2=O)cn1 (centres undefined),-0.7%,-9.9%,.,-2.0%,.,1.5%,-11.5,20.9%,.

# Four consecutive entries out of the list so far:
SMILES,Pol kappa inh,Pol eta inh,Pol beta inh,Glioma ERSR ind,BLM helicase inh,APEX1 inh,LDHA inh,POLI inh,Anesthetic bind
CC(=O)c1cc(CN2CCN(C(C)C)C(CCO)C2)cs1 (centres undefined),0.5%,-14.3%,17.5%,-2.6%,-4.0%,-11.2%,0.3,-24.0%,-3.6%
CCCCOC(=O)CSc1nc(N)c(C#N)c(-c2ccc(OC)cc2)c1C#N,-5.5%,-13.8%,15.3%,-16.2%,-9.9%,-8.1%,-0.4,10.5%,-16.8%
O=C(CN1C(=O)NC2(CCCCCC2)C1=O)c1ccccc1,4.9%,-7.9%,19.1%,9.2%,-0.5%,-8.2%,-1.5,27.4%,-18.2%
COc1ccc(NC(=O)CN2C(=O)NC(C)(c3ccc(C)cc3)C2=O)cn1 (centres undefined),-0.7%,-9.9%,.,-2.0%,.,1.5%,-11.5,20.9%,.

# The list goes on.
SMILES,Pol kappa inh,Pol eta inh,Pol beta inh,Glioma ERSR ind,BLM helicase inh,APEX1 inh,LDHA inh,POLI inh,Anesthetic bind
CCCCn1c(=O)c(CCC(=O)OCC(=O)Nc2cccc3ccccc23)nc2ccccc21,-9.6%,-4.7%,0.1%,-3.9%,-5.9%,3.3%,-7.5,164.1%[activator],-16.9%
Cc1cc(F)ccc1NC(=O)C(C)n1c2ccccc2c2nc(=O)cc(C)n21 (centres undefined),0.6%,-12.3%,-0.3%,-3.8%,0.8%,1.5%,-1.8,-7.2%,-3.1%
CN(C)C(=O)c1c(NC(=O)c2ccccc2F)sc2c1CCCC2,-2.0%,-12.2%,-1.1%,3.9%,-1.6%,.,2.1,12.6%,-9.4%
Clc1cccc(CN2CCC3CC2c2cc(N4CCCCC4)ccc23)c1 (centres undefined),-1.0%,-10.0%,.,2.8%,.,.,3.9,-0.9%,.
CCC1CCCCN1CCCNS(=O)(=O)c1ccc2c(c1)oc(=O)n2C (centres undefined),-23.1%,-11.8%,16.0%,-3.5%,-4.5%,-20.2%,-1.9,25.2%,-13.0%
CCCCn1c(=O)c2ccccc2c2ccccc2c1=O,0.4%,-14.2%,15.3%,-8.2%,-17.1%,8.8%,-3.5,-3.8%,8.8%
Cc1c2c([n+]3n1CCC3)CC(C)(C)CC2=O,-4.6%,-3.2%,6.0%,-3.2%,0.6%,12.9%,-2.2,12.5%,-6.3%
CCOC(=O)COc1ccc(S(=O)(=O)N2CCc3ccccc3C2)cc1,-8.9%,0.3%,-0.5%,10.6%,-7.2%,-4.8%,-0.6,-0.5%,-12.2%
CCN(CC)C(=O)c1ccc(Nc2nnc(-c3ccc(C)c(S(=O)(=O)NC)c3)c3ccccc23)cc1,-1.1%,-0.1%,20.7%,-1.4%,-7.5%,.,-10.2,-12.1%,63.7%[activator]
CCOc1ccc(NC(=O)CSC2=Nc3ccccc3C3=NC(CCC(=O)NCc4cccs4)C(=O)N23)cc1 (centres undefined),-4.7%[60.1 µM],-2.1%,?,-2.2%,-3.8%,.,-2.4,1.9%,?
COc1ccc(C2OC(=O)CC2C(=O)NCc2ccccc2Cl)cc1OC (centres undefined),1.0%,-6.6%,-12.5%,-2.1%,-4.6%,-0.4%,-3.5,?,-0.2%
CC/C(=N\O)c1ccc(OC)c(OC)c1,3.7%,-9.9%,-0.7%,0.4%,0.1%,-5.6%,-0.3,0.5%,10.3%
CCCCc1ccc(NC(=O)c2cc3c(=O)n4ccccc4nc3s2)cc1,8.5%,.,-1.3%,.,-13.1%,.,-4.6,-3.2%,12.7%
Cn1c(=O)c(C(=O)CN2CCCc3ccccc32)c(N)n(Cc2ccccc2)c1=O,-11.9%,-8.0%,15.1%,4.0%,-7.1%,-1.4%,-0.7,-7.5%,-12.7%
CC(=O)NC(=S)NNC(=O)CCc1ccccc1,-0.7%,-1.8%,0.2%,-2.5%,-1.7%,-3.9%,-6.3,-23.2%,?
CCC(c1nnnn1Cc1ccco1)N(Cc1cc2cc(OC)ccc2[nH]c1=O)C1CCCCC1 (centres undefined),-1.3%,-22.4%,?,0.5%,?,?,2.6,9.2%,-21.9%
Cc1noc(C)c1S(=O)(=O)Nc1ccc(C(=O)NCCc2ccccc2)cc1,-0.9%,-13.2%,26.8%,-5.7%,4.8%,-4.0%,-10.4,-3.3%,-8.5%
O=[N+]([O-])c1cccc(C=Nc2cccc3ccccc23)c1O,-13.7%,-8.6%,-0.3%,-4.1%,-16.3%,5.1%,0.7,38.7%[activator],-13.0%

# Source: PubChem
